Source: PubChem (several laboratories)
CaV13 FRET inh: Disruptors of the CACNA1D IQ motif to Ca2+-dependent inactivation inhibitor domain association, primary screening, Förster resonance energy transfer in intact living …; HEK cells, CFP/YFP FRET ICDI-IQ, plate reader, 10 min; percent FRET-ratio fall versus neutral wells; inhibition, % at 12.3 µM; hit rate 0.098% among 340,000; AID 743397;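 active = mean replicate inhibition of at least 30% and at least 1% of replicates passing that level; inconclusive = only one of the two criteria is met; inactive = neither criterion is met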;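 also: 0% = median of the neutral control wells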
PDI turbidity: inhibitors of human protein disulfide isomerase; AID 588391; hit rate 0.052% among 350,000; PDI insulin aggregation turbidity, A650, 90 min; inhibition, % at 10 µM; P07237;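 active = mean inhibition across replicates of 30% or more, whatever share of single replicates reach that level; inconclusive = mean inhibition below 30% while every single replicate reaches 30%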;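 also: absorbance from insulin aggregation driven by PDI reduction with DTT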
Target sequence (P07237 whole entry, looked up): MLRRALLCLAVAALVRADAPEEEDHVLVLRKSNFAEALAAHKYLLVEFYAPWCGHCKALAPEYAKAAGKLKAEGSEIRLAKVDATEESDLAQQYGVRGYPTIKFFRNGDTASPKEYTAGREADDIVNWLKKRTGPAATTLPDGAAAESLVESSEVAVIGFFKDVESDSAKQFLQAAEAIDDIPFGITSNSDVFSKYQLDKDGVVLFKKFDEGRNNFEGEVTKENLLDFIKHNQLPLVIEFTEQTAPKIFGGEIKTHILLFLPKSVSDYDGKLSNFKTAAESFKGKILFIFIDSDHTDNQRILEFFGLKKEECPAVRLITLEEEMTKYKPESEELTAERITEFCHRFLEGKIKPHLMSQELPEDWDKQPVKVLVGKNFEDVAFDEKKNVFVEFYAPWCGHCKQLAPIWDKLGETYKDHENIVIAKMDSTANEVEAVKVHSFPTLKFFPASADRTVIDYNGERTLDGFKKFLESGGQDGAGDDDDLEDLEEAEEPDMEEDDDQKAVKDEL
Exocytosis inh: blocks lytic granule exocytosis. TALL-104 LAMP-1 surface exposure, flow cytometry; cells stimulated with thapsigargin and PMA. inhibition, % at 10 µM. hit rate 0.66% among 360,000. AID 651702;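 active = inhibition above about 55%, limit read from the data; inconclusive = no clear call, values can overlap the other calls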
NR2E3 ag-1: NR2E3 (human) agonism | GST-NR2E3/biotin-RetCOR TR-FRET, 1536-well | inhibition of corepressor binding, % at 4.78 µM | hit rate 0.12% among 320,000 | AID 2300;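 active = percent inhibition above the cutoff of mean plus 3 SD of all tested compounds, set per screening campaign, cut at about 20% in these data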;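 also: 0% = DMSO wells and 100% = biotin wells as full block of FRET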
Target sequence (Q9Y5X4 whole entry, looked up): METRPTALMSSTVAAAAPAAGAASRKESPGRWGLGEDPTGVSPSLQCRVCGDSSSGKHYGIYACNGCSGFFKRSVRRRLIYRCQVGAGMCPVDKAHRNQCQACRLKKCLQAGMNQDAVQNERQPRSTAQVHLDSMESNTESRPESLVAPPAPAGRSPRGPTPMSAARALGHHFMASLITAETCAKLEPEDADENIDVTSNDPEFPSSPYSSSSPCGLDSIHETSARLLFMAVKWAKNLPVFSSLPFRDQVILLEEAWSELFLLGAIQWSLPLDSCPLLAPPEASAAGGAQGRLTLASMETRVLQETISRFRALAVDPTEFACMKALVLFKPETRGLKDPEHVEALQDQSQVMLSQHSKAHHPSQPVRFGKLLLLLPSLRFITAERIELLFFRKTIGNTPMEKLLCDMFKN
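System: GST-tagged NR2E3 plus biotinylated RetCOR corepressor; Amount: 1.35 nM GST-tagged NR2E3 final; Dosing: single nominal compound dose of 4.8 µM; Schedule: 5 h incubation at 4 °C; Technique: TR-FRET with europium anti-GST and streptavidin-D2, 340 nm excitation; Controls: biotin wells as high control, 0.6% DMSO wells as low control.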
NR2E3 ag-2: activates human NR2E3 receptor; hit rate 0.35% among 360,000; Q9Y5X4; AID 602229; inhibition of corepressor binding, % at 3.98 µM; CHO-S Gal4-NCOR/VP16-NR2E3 two-hybrid, luciferase;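 active = inhibition above the mean of all tested compounds plus 3 SD, cut at about 70% in these data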;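 also: 0% = DMSO with NR2E3 transfected cells and 100% = cells lacking NR2E3 construct; higher means lower luciferase signal from less NR2E3 corepressor binding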
aDG glyco up: alpha-DG glycosylation activation; hit rate 0.22% among 360,000; Pro5-aDG cells, alpha-DG glycosylation AlphaScreen (IIH6); 0% Pro5, 100% B10-LARGE cell signal; AID 624168; activation, % at 10 µM;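 active = activation of at least 8% versus controls, or a plate z-score of at least 8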;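 also: Pro5 are CHO cells carrying HIG-tagged alpha-DG that lacks glycosylation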
Vif inh: blocks HIV Vif function | HEK293T cells, Vif self-association by quenched fluorescence, imaging, 24 h | inhibition, % at 7.49 µM | hit rate 0.35% among 340,000; in the data active = inhibition above about 50%, passing the limit was not always enough; inconclusive = no clear call, values can overlap the other calls; inactive = below about 31%; also: some results filed as inactive read as strong as hits
TRPM1 prom inh: inhibitors of MITF-driven TRPM1 promoter in melanoma cells; inhibition, % at 12.5 µM; AID 488899; hit rate 0.83% among 330,000; SK-MEL-5 TRPM1 promoter luciferase, 24 h;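 active = mean inhibition across replicates of 60% or more, whatever share of single replicates reaches that level; inconclusive = some that reach 60%, reason not given; inactive = mean inhibition across replicates below 60%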; also: values of inactives mirror those of a sister screen read the other way
hiPSC survival: enhancers of human iPSC single-cell survival; hiPSC single-cell survival, ATPlite luminescence; 100% = ROCK inhibitor wells, 0% = DMSO; survival enhancement, % at 20 µM; hit rate 0.044% among 360,000; AID 602274; in the data active = survival enhancement above about 18%;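 also: cells exposed to compounds for 16 hours before the ATP read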
HIF-2a block: inhibitors of HIF-2a; 786-0 RCC cells HIF-2a reporter, luciferase luminescence, overnight; AID 624352; inhibition, % at 18.8 µM; hit rate 0.72% among 360,000;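 active = inhibition of the luminescence signal of 40% or more relative to plate controls, in a single-dose primary screen at 18.75 µM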
Peg3 prom inh: reduces Peg3 promoter-driven luciferase expression in HeLa; HeLa PEG-Prom luciferase reporter, luminescence, overnight; inhibition, % at 20 µM; hit rate 1.7% among 360,000;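 active = inhibition of at least 50% at 20 µM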
Numbers without * were called inactive; ? = inconclusive; · = not tested or not shown.

SMILES	CaV13 FRET inh	PDI turbidity	Exocytosis inh	NR2E3 ag-1	NR2E3 ag-2	aDG glyco up	Vif inh	TRPM1 prom inh	hiPSC survival	HIF-2a block	Peg3 prom inh
CCOc1ccc(C(=O)NCC2(c3ccccc3)CCOCC2)cc1	-3.3	-2.4	-0.4	2.6	13.1	-0.4	15.8	-4.5	-0.6	5.0	1.7
COC(=O)C1=C(C)N(C(C)c2ccccc2)C(=O)C1 (configuration not stated)	-4.4	-2.3	-7.7	-0.1	4.7	-0.1	-13.0	3.9	2.1	11.7	8.5
CCCc1cc(=O)[nH]c(SCC(=O)c2c[nH]c3ccccc23)n1	-5.1	7.5	-3.2	-1.8	-8.6	-0.3	-9.6	32.0	0.3	5.7	10.6
Cc1ccc(NCc2nnc(SCC(=O)N3c4ccccc4Sc4ccccc43)o2)c(C)c1	-4.9	-12.9	1.1	-2.2	-16.5	-0.3	-2.9	13.4	-0.3	15.5	24.3
CCc1cccc(NC(=O)CSc2nnc(Cc3ccc(OC)cc3)c(=O)[nH]2)c1	-7.0	-2.3	-17.6	-3.2	-8.9	-0.1	2.1	-0.6	0.0	4.2	2.5
CN1CCN(S(=O)(=O)c2ccc(CNC(=O)c3ccccc3)s2)CC1	-18.4	2.2	-4.0	-1.2	0.8	-0.1	-1.5	-4.5	-0.2	10.3	14.3
CC(NC(=O)C1CCC(C)(C(=O)O)C1(C)C)c1ccccc1 (configuration not stated)	15.4	9.0	-8.3	-1.5	17.6	-0.1	-4.1	4.6	0.2	1.6	-13.5
CNS(=O)(=O)c1ccc(CNC[C@H]2O[C@@H](n3cc(C)c(=O)[nH]c3=O)C[C@@H]2O)cc1	-5.8	-2.3	-0.6	·	-8.9	0.0	·	·	3.2	10.7	-6.4
NS(=O)(=O)c1ccc(NC(=O)CN2CCc3ccccc32)cc1	-3.7	6.3	-7.2	0.6	5.3	-0.3	-2.8	5.0	0.5	10.0	-8.1
CCN1C(=O)C2(C(C#N)=C(N)Oc3n[nH]c(-c4ccc(Cl)cc4)c32)c2ccccc21 (configuration not stated)	-5.7	5.3	6.1	-1.0	0.7	0.0	3.7	8.5	-1.6	25.8	13.9
CCOC(=O)C1=C(N)OC2=C(C(=O)CCC2)C1c1ccc(C)s1 (configuration not stated)	-2.2	-2.2	-4.7	0.0	-12.8	-0.2	1.3	1.6	0.3	-20.5	-0.1
O=C1c2ccccc2C(=O)N1CSc1ncccn1	·	17.8	-0.8	0.8	-15.2	-0.2	-16.5	6.8	-0.6	2.5	18.8
O=C(CN1C(=O)c2ccccc2S1(=O)=O)NCc1ccc2c(c1)OCO2	-7.3	-10.0	0.8	-0.8	-1.9	-0.4	·	3.3	2.4	-2.7	10.8
CCOc1cc(C(=S)N2CCOCC2)ccc1OS(=O)(=O)c1ccc(Br)cc1	-3.4	6.2	-9.2	-3.2	2.6	0.2	-20.6	0.7	-0.2	13.0	6.9
c1ccc(-c2nc(NCc3ccco3)c3ccccc3n2)cc1	-5.7	-1.8	-1.4	2.3	-18.4	0.0	-6.0	2.8	-2.0	-54.7	-12.5
O=C(O)c1ccc(-n2ncc(Cl)c(Cl)c2=O)cc1	·	11.0	13.2	·	0.5	0.5	4.7	·	0.4	-13.7	-15.9
CCOc1cc(/C=N/NC(=O)C2CC2)ccc1OC(C)C	-2.9	-2.6	1.2	·	-8.8	0.1	-7.7	5.7	0.7	0.5	15.4
NS(=O)(=O)c1cccc(NC(=O)C(Cc2ccccc2)NC(=O)c2ccccc2)c1 (configuration not stated)	-7.4	-3.4	-0.4	1.9	5.8	-0.2	10.0	6.9	0.1	8.1	1.0
CC(C)S(=O)(=O)c1csc(C(=O)NN)c1-n1cccc1	-2.8	-2.7	-4.7	1.1	8.1	0.0	-7.9	-4.7	0.0	14.9	4.3
COc1ccccc1NC(=O)N1CCCC1C(=O)NC12CC3CC(CC(C3)C1)C2 (configuration not stated)	-5.5	4.1	-4.8	2.8	0.6	-0.1	4.2	-2.1	-1.1	6.8	3.5
CC[N+](C)(C)CC/C=C1/c2ccccc2Sc2ccc(Cl)cc21	-4.4	2.7	-0.2	-2.8	-6.8	-0.1	-3.0	·	0.0	15.6	-3.7
O=C(NCC(=O)N1CCN(c2ccccc2)CC1)c1ccc(Br)o1	-5.4	-10.2	2.2	1.3	-3.6	-0.2	-1.6	-0.6	0.0	5.1	9.5
CNC(=O)CN1C(=O)NC(c2ccccc2)(c2ccccc2)C1=O	-2.4	6.0	-5.8	5.0	4.7	-0.1	-9.6	4.7	-0.1	19.2	1.0
CCC(=O)N1CCc2cc(Br)cc(S(=O)(=O)N3CCN(C(=O)c4ccco4)CC3)c21	-4.9	-2.3	-4.5	1.8	-24.1	0.1	3.3	-19.0	0.2	12.9	15.4
O=C(Nc1nnc(-c2ccccc2F)s1)C1CCCO1 (configuration not stated)	-3.5	-0.6	-1.6	1.7	-79.5	-0.1	·	-62.4	4.0	-206.9	-291.8
Cc1nn(-c2ccccc2)c(C)c1/C=N/NC(=O)c1cccs1	-4.8	7.1	4.0	-1.5	-92.5	0.1	-3.6	-17.4	1.3	-275.8	-166.3
N#CCCN(C(=O)COC(=O)c1ccc(S(=O)(=O)N2CCCC2)cc1)c1cccc(Cl)c1	-5.6	-2.4	-1.5	2.8	-15.8	0.0	2.0	·	1.8	11.7	0.1
Cc1ccc(C)c(NC(=O)CN(C)C(=O)c2ccccc2OCc2ccc(Cl)cc2)c1	-4.3	3.8	-7.6	-3.1	5.8	0.2	-6.7	-4.9	-0.5	5.0	-1.0
CC(NCCC(Cc1ccccc1)c1ccco1)c1ccccc1 (configuration not stated)	-4.2	1.9	-0.6	2.8	5.3	0.0	5.4	8.4	-0.3	11.4	-0.9
COc1ccc(C(C(=O)NC2CCCC2)N(C(=O)c2ccco2)c2cccc(C(C)=O)c2)cc1OC (configuration not stated)	-3.1	-2.1	-2.7	4.1	-20.7	-0.1	-4.7	-4.7	-0.2	5.5	0.9
Cc1ccc(CN2CC(=O)N3[C@H]4c5cc(C)ccc5OC[C@@H]4[C@H](c4ccccc4)[C@]3(C)C2=O)cc1	-9.9	15.0	4.1	3.1	7.3	-0.5	-2.9	-15.4	-1.2	9.4	30.9
O=C1CC(Nc2ccc(N3CCOCC3)cc2)C(=O)N1CCc1ccccc1 (configuration not stated)	-3.0	-5.1	-0.6	-0.3	-4.0	-0.2	-2.2	9.0	0.5	0.7	-2.3
Cc1cc(C)n(CC(=O)N2c3ccccc3Sc3ccc(C(F)(F)F)cc32)n1	-1.8	4.7	-1.4	2.0	-17.8	0.0	-7.1	9.1	3.4	18.0	30.0
Cc1cccc(C)c1NC(=O)/C(=C/c1ccco1)c1ccccc1	-2.4	-0.4	?	-0.4	5.0	0.3	5.5	-10.5	-1.2	9.1	-7.1
COc1cc(NC(=S)NC(=O)c2c(OC)cccc2OC)ccc1NC(=O)c1cccs1	-4.9	-11.6	-5.8	-0.9	-65.9	0.9	·	17.1	3.4	14.7	-41.0
NC(=O)CC(NC(=O)Cc1ccc(Br)cc1)c1ccc(NCc2cc(F)ccc2F)c([N+](=O)[O-])c1 (configuration not stated)	-10.8	-1.9	-9.0	2.7	-8.9	0.2	·	-17.1	-0.2	-6.7	22.9
Cc1cccc(Nc2nc(N)nc(CSc3nccc(C)n3)n2)c1	-2.3	1.3	2.2	2.5	2.5	0.8	0.0	-18.0	0.2	-43.7	-28.5
CCCC(=O)N1CCCC(c2cc(C(=O)NCc3ccccc3)no2)C1 (configuration not stated)	-5.7	-3.0	-2.1	·	-31.4	0.0	10.5	·	0.7	-99.8	-55.6
Cc1ccc(CN2CCN(/N=C/c3ccc(Cl)c([N+](=O)[O-])c3)CC2)cc1	5.2	-0.5	-1.8	1.1	-11.9	-0.5	-0.6	7.2	-0.4	0.7	2.6
Cc1cc(NC(=O)CCC(=O)N(Cc2cccnc2)C(C(=O)NC(C)(C)C)c2ccccc2Cl)no1 (configuration not stated)	-3.4	-8.8	17.0	1.9	-2.1	0.1	17.8	-0.9	-0.3	6.8	-2.2

Single values from the entries so far:
In hiPSC survival, `Cc1cc(NC(=O)CCC(=O)N(Cc2cccnc2)C(C(=O)NC(C)(C)C)c2ccccc2Cl)no1` (configuration not stated) is entered as -0.3
In hiPSC survival, `NC(=O)CC(NC(=O)Cc1ccc(Br)cc1)c1ccc(NCc2cc(F)ccc2F)c([N+](=O)[O-])c1` (configuration not stated) is entered as -0.2

Additional results
SMILES	CaV13 FRET inh	PDI turbidity	Exocytosis inh	NR2E3 ag-1	NR2E3 ag-2	aDG glyco up	Vif inh	TRPM1 prom inh	hiPSC survival	HIF-2a block	Peg3 prom inh
COc1ccc(-c2ccc(/C=C3\C(=O)N(c4ccccc4)N=C3c3ccccc3)o2)c([N+](=O)[O-])c1	-4.2	9.1	-0.5	-1.1	-35.0	-0.1	·	2.2	2.4	15.4	10.4
COC(=O)c1oc(-c2ccc(Cl)cc2)nc1C	-6.0	4.8	0.0	-0.7	-18.9	-0.1	-3.9	-19.0	0.3	-64.9	-50.2
O=C(c1ccc(COc2ccccc2Br)o1)N1CCCCCC1	-8.3	4.3	-1.0	1.6	-25.0	1.9	-15.7	-0.7	1.3	-133.1	-68.8
CCN(CC(=O)Nc1ccccc1OC)C(=O)COc1ccc(C#N)cc1	-3.3	6.8	-2.0	·	-12.3	0.0	-14.2	-0.2	0.8	12.9	-9.0
O=C(CSc1nc(-c2ccccc2)cs1)N1CCc2ccccc21	-3.8	1.1	15.4	-2.2	-22.6	0.0	-18.1	-6.6	5.5	-68.1	-53.8
O=C(CNc1ccc(Cl)cc1)NNC(=S)NCc1ccccc1	-4.5	-4.2	12.0	2.8	-13.0	-0.1	-4.5	5.8	0.0	3.8	17.4
CSc1ncccc1C(=O)N1CCCC(CCC(=O)NCc2ccc(F)c(F)c2)C1 (configuration not stated)	-2.7	2.5	0.6	1.0	2.8	0.7	-5.3	-1.6	-1.5	0.3	-0.6
Cc1ccc(NC(=O)C2(C)CCN2Cc2ccccc2OC(F)F)cc1 (configuration not stated)	-4.8	-6.4	0.1	·	-35.4	0.8	4.5	·	0.4	-15.6	18.4
O=C(NC1CCCCC1)c1cc(-c2ccc(O)cc2)on1	-2.8	9.7	8.6	-0.8	-99.0	-0.1	-1.9	-84.6	0.0	-254.9	-401.8
CC1CCCCC1N=C1NC(C)(C)CS1 (configuration not stated)	-4.6	-2.6	-0.8	0.4	-20.9	-0.1	-6.9	-11.6	-2.5	3.3	1.0
Nc1nc(N)nc(-c2ccc(Cl)cc2)n1	-4.9	-2.5	0.4	0.7	-65.3	-0.1	-2.6	-47.5	0.4	-197.4	-145.3
CCOc1cc(N2CCOCC2)c(OCC)cc1NC(=O)c1cc(S(=O)(=O)N2CCOCC2)ccc1Cl	-6.2	-9.4	-0.4	·	-1.1	-0.2	5.3	5.5	1.7	8.2	15.9
